TSHR antagonist: Antagonists of the Thyroid Stimulating Hormone Receptor: HTS campaign. Thyrotropin receptor (Homo sapiens), P16473. hit rate 0.2% among 330,000. AID 504810, 2011. activity change, negative = inhibition, % at 11.5 µM. TSHR-expressing cells, TSH-stimulated cAMP HTRF, 2 h; hits give low values;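 active means activity change below a set negative limit, meaning inhibition stronger than a set level, cut at about -70% in these data; inconclusive means activity change between two set negative limits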; further: on the % scale 0 is the no-effect control and ±100 the full control effect
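Antagonism was scored as loss of TSH-driven cAMP in TSHR cells, stimulated with 4nM TSH (EC80) for 2 hours at 37 deg C and detected by homogeneous HTRF competition immunoassay.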
ASM inhibitor: Inhibitors of Secretory Acid Sphingomyelinase (S-ASM): qHTS; hit rate 0.006% among 340,000; Sphingomyelin phosphodiesterase (Homo sapiens), P17405; Potency, µM (titrated, usually from 57.5 µM), inactives show at the top dose activity change, negative = inhibition, usual class: inhibitors; placental ASM, HMU-PC fluorogenic substrate, 60 min; further: potency means the concentration at half of the fitted maximal effect
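Fluorogenic HMU-PC substrate (9 uM final) is turned over by placental ASM in 60 min at 37 C after a 10 min compound preincubation. Reaction ended by alkaline stop (pH 10), with fluorescence read at 386/447 nm.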
MLL CXXC-DNA inh: qHTS Fluorescence Polarization Assay for Inhibitors of MLL CXXC domain - DNA interaction. Histone-lysine N-methyltransferase 2A (Homo sapiens), Q03164. MLL-CXXC / FITC-HOXA9 DNA fluorescence polarization. Potency, µM (doses to about 115 µM), without a hit: top-dose activity change, negative = inhibition, actives largely listed as inhibitors. hit rate 0.037% among 290,000; active means well fitted inhibition curve with a large enough effect in the polarisation, with a control signal flat, not every such curve was filed as active; inconclusive means small, poorly fitted or top-dose-only effect, or effect the other way, or a change in a side signal; inactive means no such curve, though single readings can be large or run the other way; the % refers to the polarisation; further: potency means the concentration at half of the fitted maximal effect
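Fluorescence polarization: 7 uM MLL-CXXC (stock) preincubated 5 min with compounds, then 50 nM fluorescein-HOX-A9 DNA (stock) added; 30 min ambient. Buffer 50 mM Tris-HCl pH 7.5, 50 mM NaCl, 1 mM DTT, 0.05% BSA.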
Menin-MLL TR inh: qHTS Assay for Inhibitors Targeting the Menin-MLL Interaction in MLL Related Leukemias: Competition With Texas Red Labeled MLL-derived Mutant Peptide; hit rate 0.23% among 270,000; O00255; Menin + Texas Red MLL mutant peptide, fluorescence polarization; Potency, µM (top dose mostly 61.6 µM), for inactives: at the top dose FP activity change, negative = inhibition, usual class: inhibitors; active means well fitted inhibition curve with a large enough effect in the polarisation, with a control signal flat, not every such curve was filed as active; inconclusive means small, poorly fitted or top-dose-only effect, or effect the other way, or a change in a side signal; inactive means no such curve, though single readings can be large or run the other way; the % refers to the polarisation; further: potency means the concentration at half of the fitted maximal effect; % of control where 0% means no effect; many of its hits are not listed in these tables
TCR act: Activators of T cell receptors: qHTS campaign; AID 504894, 2011; primary human leukocytes, anti-CD3, IL-2 HTRF, 48 h; 330,000 tested, under 10 active; Potency, µM (highest dose often 9.22 µM), without a hit: at the top dose activation of IL-2 secretion, hits mostly activators; further: % of control where 0% means no effect
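TCR engagement came from a-CD3 beads alone, with compounds added to primary human leukocytes for 48 hr. Secreted IL-2 bridged europium cryptate- and d2-labelled anti-IL-2 antibodies, giving FRET emission at 665nm after 320nm excitation.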
MBNL1-CUG inh: qHTS Assay for Inhibitors of MBNL1-poly(CUG) RNA binding; Potency, µM (titrated, usually from 57.5 µM), inactives show at the top dose activity change, negative = inhibition, hits mostly inhibitors; TR-FRET MBNL1-His/biotin-(CUG)12 binding, 665/545 ratio; Muscleblind-like protein 1 (Homo sapiens), Q9NR56; hit rate 0.036% among 280,000; active means well fitted inhibition curve with a large enough effect in the signal ratio, with a control signal flat, not every such curve was filed as active; inconclusive means small, poorly fitted or top-dose-only effect, or effect the other way, or a change in a side signal; inactive means no such curve, though single readings can be large or run the other way; the % refers to the signal ratio; further: potency means the concentration at half of the fitted maximal effect; on the % scale 0 is the no-effect control and ±100 the full control effect
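Ratiometric TR-FRET (665 over 545 nm, excitation 340 nm) tracks disruption of MBNL1-His/biotin-(CUG)12 complex after 60 min at room temperature, with compounds at 92 nM to 58 uM final.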
AT treatment: qHTS Assay for Identifying a Potential Treatment of Ataxia-Telangiectasia; […] A-T fibroblasts, KAP-1 phosphorylation AlphaLISA; neocarzinostatin DNA damage 30 min before lysis; Potency, µM (series often up to 57.5 µM), for the others: at the top dose activation, usual class: activators; hit rate 0.19% among 320,000; further: potency means the concentration at half of the fitted maximal effect; % of control where 0% means no effect; nearly all actives have a fitted effect of over 45% in size
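ATM-like activity read as KAP-1 phosphorylation via AlphaLISA donor/acceptor antibody pairs after lysis and 6 hr at 25C. Cells were ATM-null patient fibroblasts ([…], hTERT), dosed 60 min, then exposed to the DSB inducer NCS for 30 min.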
Mito fusion act: qHTS Assay for Small Molecule Inhibitors of Mitochondrial Division or Activators of Mitochondrial Fusion | S. cerevisiae fusion-defective mutant growth rescue, CellTiterGlo 48 h | hit rate 0.23% among 320,000 | Potency, µM (highest dose often 46.1 µM), without a hit: at the top dose growth rescue (activation), usual class: activators;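 further: potency means the concentration at half of the fitted maximal effect; % of control where 0% means no effect; nearly all actives have a fitted effect of over 45% in size; temperature-sensitive fusion mutants such as fzo1-1 at 37 °C on non-fermentable ethanol glycerol medium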
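S. cerevisiae fusion-defective temperature-sensitive mutants (e.g. fzo1-1, mgm1-5) grown 48 h at 37C in YPEG (ethanol/glycerol non-fermentable) medium with 23 nl compound per well; growth rescue read as CellTiterGlo luminescence.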
Integrin act MD: qHTS for Activators of Integrin-Mediated Alleviation for Muscular Dystrophy; Potency, µM (top dose mostly 38.3 µM), for inactives: top-dose activation, most hits filed as activators; alpha7betagal myoblasts, beta-gal FDG fluorescence, 48 h; hit rate 0.064% among 350,000;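 further: potency means the concentration at half of the fitted maximal effect; 100% = response of the positive control SU9516; nearly all actives have a fitted effect of over 60% in size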
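Alpha7betagal+/- myoblasts (passage 13) were plated 16-24 hr, then exposed to compounds (1:260 dilution of DMSO stock) for 48 hours at 37C. After MPER lysis, β-galactosidase reporter activity was read as FDG fluorescence (ex 480/em 540) after 30 minutes.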
TSG101-PTAP inh: qHTS Assay for Iinhibitors of HIV-1 Budding by Blocking the Interaction of PTAP/TSG101. Fluorescence polarization, FITC-PTAP peptide / Tsg101 binding. 340,000 tested, under 10 active. Potency, µM (highest dose often 115 µM), for the others: at the top dose activity change, negative = inhibition, actives largely listed as inhibitors. AID 493005, 2010; active means well fitted inhibition curve with a large enough effect in the main read-out, with a control signal flat, not every such curve was filed as active; inconclusive means small, poorly fitted or top-dose-only effect, or effect the other way, or a change in a side signal; inactive means no such curve, though single readings can be large or run the other way; further: potency means the concentration at half of the fitted maximal effect; % of control where 0% means no effect
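Fluorescence polarization binding of Tsg101 binding domain (10 uM final) to FITC-labeled PTAP peptide (50 nM final) in HEPES pH 7.5 buffer with NaCl, Tween 20, EDTA, TCEP. Compounds added before peptide; binding 20 min at RT.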
The depositor's hits bear a star; ? = inconclusive; . = not tested or not shown; [ ] = dose if it differs, or a comment. Unless noted, the call rests on the fitted dose curve; in most records, active means well fitted curve in the direction sought with a large enough effect; inconclusive means small, poorly fitted or top-dose-only effect, or another doubt; inactive means no such curve, though single readings can be large; an effect the other way counts as inactive or inconclusive. These rows are one share of the data, so the mix of outcomes need not match the whole.

nr	Molecule	TSHR antagonist	ASM inhibitor	MLL CXXC-DNA inh	Menin-MLL TR inh	TCR act	MBNL1-CUG inh	AT treatment	Mito fusion act	Integrin act MD	TSG101-PTAP inh
1	CN(CCNC(=O)c1c[nH]c2c1ccc1ccccc12)CCNC(=O)c1c[nH]c2c1ccc1ccccc12	.	?	.	.	-8%	.	.	.	-57%[inhibitor]	0%
2	O=C(N/N=C/c1c[nH]c2ccccc12)c1ccccc1Cl	4	-2%	-1%	15%	3%	-5%	0%	1%	-24%	-1%
3	Cc1ccc(-c2cnn(-c3cccc(C(F)(F)F)c3)c2N)cc1	-5	0%	10%	27%	0%	4%	3%	-3%	-9%	-6%
4	COc1ccc2nc(NC(=O)c3ccc4ncsc4c3)sc2c1	1	35%	-15%	?	0%	62%[activator]	9%	1%	6%	-7%
5	CCN(CC)C(=O)c1sc2nc(-c3ccccc3)ccc2c1N	31	103%[activator]	8%	5%	0%	?	2%	-1%	13%	-1%
6	C=CCn1c(SCC(=O)c2c(N)n(C)c(=O)n(C)c2=O)nc2sc(C)c(C)c2c1=O	1	-2%	10%	-29%	12%	0%	15%	-2%	0%	0%
7	O=C(O)c1ccc(Nc2cnc3ccccc3n2)cc1	-8	0%	1%	5%	3%	?	-2%	-2%	1%	-3%
8	COCCCNCCOc1cc(C(C)C)ccc1C	3	-1%	7%	6%	.	-7%	0%	3%	-10%	-4%
9	C=C(C)C(=O)N1CC2(CC(c3cccc(NC(=O)COc4ccc(Cl)cc4)c3)=NO2)C[C@@H]1C(N)=O (stereo partly drawn)	0	-2%	-5%	.	-5%	-1%	-13%	31%	-10%	-2%
10	COc1ccc(C(=O)Nc2ccc(S(=O)(=O)Nc3nccc(C)n3)cc2)cc1	0	7%	0%	?	-1%	-7%	20%	1%	-10%	-5%
11	O=C(Cn1c(CC(=O)N2CCCC2)nc2ccccc21)NCc1ccccc1	26	20%	-7%	7%	-6%	-1%	8%	-2%	15%[7.66 µM]	-4%
12	CC1CN(C(=O)CCCN2C(=O)c3ccccc3C2=O)CC(C)O1 (stereo not drawn)	-1	7%	-12%	11%	3%	10%	-5%	-3%	13%	-1%
13	CCCN1CCC(NCc2cn(C)nc2-c2ccc(Oc3ccccc3)cc2)CC1	4	0%	-1%	.	0%	-1%	?	-7%	-59%[inhibitor]	-3%
14	Cc1nc(C(=O)NCc2ccccc2)sc1C1(C)CC(c2cccc([N+](=O)[O-])c2)=NO1 (stereo not drawn)	5	6%	-23%	.	-10%	14%	5%	8%	-21%	-2%
15	CCc1nn(C(CC)C(=O)NCc2cccs2)c(=O)c2cc3occc3n12 (stereo not drawn)	1	2%	8%	-5%	-3%	1%	-3%	-3%	38%	-3%
16	Cc1ccccc1S(=O)(=O)Cc1ccc(C(=O)NCCCN2CCN(C)CC2)o1	29	4%	-3%	29%	0%	-2%	5%	9%	17%	-9%
17	COc1ccc(CCN2C(=O)CN=C2Nc2ccc(F)cc2)cc1OC	-7	3%	-1%	4%	-2%	-2%	9%	-2%	5%	0%
18	CN(CC(=O)Nc1ccc(OC(F)(F)F)cc1)C(=O)C1CCC1	-13	1%	.	.	.	.	-3%	2%	2%	-1%
19	O=C(c1ccccn1)N(Cc1ccco1)C1(C(=O)NC2CCCCC2)CCCCC1	9	0%	0%	0%	-5%	1%	3%	3%	1%	-2%
20	COc1ccc(C2C=C(c3ccccc3)Nc3nnnn32)cc1 (stereo not drawn)	-16	40%[activator]	12%	31%[activator]	-8%	?	-2%	5%	14%	-7%
21	Cc1ccc(CNC(=O)Nc2ccccc2)c(C)c1	-6	-1%	6%	10%	-3%	-1%	4%	11%	-7%	-1%
22	O=C(Nc1ccon1)C1CCN(S(=O)(=O)c2cccs2)CC1	6	9%	3%	-1%	1%[46.1 µM]	-4%	-5%	-1%	11%	-8%
23	O=C(NCCc1ccc(Cl)cc1)C1CCCO1 (stereo not drawn)	-2	6%	8%	-15%	-3%	-4%	1%	5%	-5%	0%
24	CCOc1cc2c(cc1OC)C(c1cccc([N+](=O)[O-])c1)NCC2 (stereo not drawn)	3	-1%	-3%	1%	-12%	?	4%	-1%	11%	-6%
25	Cc1cccc2c(CCNC(=O)c3ccc([N+](=O)[O-])cc3)c[nH]c12	-4	-9%	8%	5%	0%[46.1 µM]	?	-10%	0%	5%	-4%
26	CC(O)C(NC(=O)OCc1ccccc1)C(=O)OCc1ccccc1 (stereo not drawn)	-4	1%	.	.	-10%	.	0%	3%	7%	-1%
27	Cc1ccc2c(c1)c1ncnc(N3CCN(c4ccccc4)CC3)c1n2C	-30	22%	9%	-3%	-4%	-15%	-5%	0%	9%	0%
28	COc1ccc(-c2csc(NC(C)c3nc4cc(Cl)c(Cl)cc4n3CCOCCO)n2)cc1 (stereo not drawn)	.	-20%	.	.	3%	.	.	.	-3%	3%
29	Cc1ccc(-c2nc(C#N)c(NCc3cccc4c3OCO4)o2)cc1	-11	-11%	1%	59%[activator]	6%	3%	5%	17%	-24%	-5%
30	CCCCC(=O)Nc1cccc(NC(=O)C(C)C)c1	-3	1%	9%	0%	-5%	-2%	4%	-2%	-24%	0%
31	Cc1ccc(S(=O)(=O)N2CCCC2)cc1C(=O)NCc1ccccn1	12	1%	3%	.	-2%	-7%	5%	1%	22%	.
32	Cc1ccc(COn2c(-c3ccc(Cl)cc3)nc3ccc([N+](=O)[O-])cc32)cc1	-5	-2%	0%	?	0%	15%	17%	1%	-5%[7.66 µM]	-1%
33	CCOc1ccc(N2C(=O)CC(N3CCc4ccccc43)C2=O)cc1 (stereo not drawn)	46	-2%	13%	-2%	1%	3%	-1%	-2%	-6%	-2%
34	CCOCCCNC(=O)C(c1ccc(C)cc1)N(Cc1ccc2c(c1)OCO2)C(=O)CNC(C)=O (stereo not drawn)	-16	-1%	1%	?	-28%	-6%	3%	-2%	5%	0%
35	COc1ccc(NC(=O)c2ccc3c(c2)NC(=O)CO3)cc1OC	-6	0%	6%	13%	2%	-18%	-2%	5%	2%	-10%
36	CC(C)c1nc2cc(C(=O)N(C)C3CCOCC3)ccc2o1	-11	6%	24%	.	4%	-1%	-10%	-1%	5%	-3%
37	COc1ccc(Br)cc1/C=N/NC(=O)CNC(=O)C1COc2ccccc2O1 (stereo not drawn)	-11	-21%	1%	25%	8%	11%	-4%	-9%	-40%	-2%
38	Cc1ccc(C(C(=O)NCc2ccco2)N(C(=O)Cc2cccs2)c2cccnc2)cc1 (stereo not drawn)	37	-4%	-2%	0%	-2%	-8%	1%	4%	-17%	1%
39	COc1cc(NC(=O)C2=COCCO2)c(OC)cc1Cl	12	-2%	.	.	10%	.	5%	2%	5%	1%
40	COc1ccc(C(=O)NC2CCN(C(=S)Nc3cc(C)cc(C)c3)CC2)cc1	16	1%	0%	4%	4%[46.1 µM]	.	-2%	1%	4%	-8%
41	COc1ccc(Br)cc1C(=O)NC(=S)Nc1c(C)n(C)n(-c2ccccc2)c1=O	-1	-3%	4%	-18%	.	-3%	-1%	0%	-4%	-2%
42	COc1ccc(C2=NN(C(=O)c3cccs3)C(c3ccccc3O)C2)cc1 (stereo not drawn)	33	-1%	23%	?	6%	5%	1%	-1%	17%	3%
43	Cc1ccccc1OCC(=O)N=Nc1c(O)n(C)c2ccccc12	-4	-1%	-6%	.	-1%	14%	-14%	7%	-3%	-5%
44	C[C@H]1CC[C@@]2(O[C@@H](CCO)C[C@H](O)[C@H]2O)O1	.	6%	.	.	1%	.	.	.	10%	-1%
